All columns: NCI-60 one-dose screen, growth in % after 48 h at 10 µM unless noted; 100 = growth as untreated, 0 = no growth, -100 = all killed.
UACC-62 – UACC-62 melanoma; 81,000 tested, 5.4% active; active means growth percent below 10
* hit, by the source's call; & = joins results of further samples; ! = repeats disagree; [ ] = remark or other dose.

SMILES	UACC-62
N#CCN1C(=O)C(Cc2ccc(O)cc2)N=C(c2cccc(O)c2)c2ccc(Cl)cc21 (stereo not given)	91[30 µM]
N[C@@H](Cc1ccccc1)C(=O)N1CCC[C@@H]1P(=O)(Oc1ccccc1)Oc1ccccc1	106&48[100 µM]
CCCCCN1C(=O)C(CO)N=C(c2ccc(O)cc2)c2cc(Cl)ccc21 (stereo not given)	95[30 µM]
CN(N)/N=N/c1nc[nH]c1[N+](=O)[O-]	-40*![100 µM]
COc1c2c(cc3c1OCO3)C13C=CC(OC)CC1N(CC3)C2 (stereo not given)	63&65[100 µM]
CC(=O)C1(O)CCC2(O)C3(O)CC=C4CC(O)CCC4(C)C3CC(OC(=O)c3ccc(O)cc3)C12C (stereo not given)	37&53[100 µM]
O=C(O)CCC1N=C(c2ccc(O)cc2)c2cc(Cl)ccc2NC1=O (stereo not given)	96[30 µM]
NC(=O)CN1C(=O)C(Cc2ccccc2)N=C(c2ccc(O)cc2)c2cc(Cl)ccc21 (stereo not given)	91[30 µM]
O=C(O)CN1C(=O)C(Cc2ccccc2)N=C(c2cccc(O)c2)c2ccccc21 (stereo not given)	90[30 µM]
O=C(O)CN1C(=O)CN=C(c2cccc(O)c2)c2ccccc21	97[30 µM]
N#CCN1C(=O)C(Cc2ccccc2)N=C(c2cccc(O)c2)c2ccc(Cl)cc21 (stereo not given)	103[30 µM]
CCCCCN1C(=O)C(C(C)C)N=C(c2cccc(O)c2)c2ccc(Cl)cc21 (stereo not given)	101[30 µM]

In the list so far, these contain a COOH group.
SMILES	UACC-62
O=C(O)CCC1N=C(c2ccc(O)cc2)c2cc(Cl)ccc2NC1=O (stereo not given)	96[30 µM]
O=C(O)CN1C(=O)C(Cc2ccccc2)N=C(c2cccc(O)c2)c2ccccc21 (stereo not given)	90[30 µM]
O=C(O)CN1C(=O)CN=C(c2cccc(O)c2)c2ccccc21	97[30 µM]

Ordered by molecular weight (rising): 3 of the compounds above
SMILES	UACC-62
CCCCCN1C(=O)C(CO)N=C(c2ccc(O)cc2)c2cc(Cl)ccc21 (stereo not given)	95[30 µM]
N#CCN1C(=O)C(Cc2ccc(O)cc2)N=C(c2cccc(O)c2)c2ccc(Cl)cc21 (stereo not given)	91[30 µM]
CC(=O)C1(O)CCC2(O)C3(O)CC=C4CC(O)CCC4(C)C3CC(OC(=O)c3ccc(O)cc3)C12C (stereo not given)	37&53[100 µM]

Screens (PubChem BioAssay)

The list is partial; count on the stated rates, not on these rows.
